TRPML3 agonist – human mucolipin-3 channel agonism. HEK293 TRPML3-YFP, Fluo-8 calcium fluorescence; 100% = the carbachol control signal. activation, % at 3 µM. 0.29% of 220,000 active;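 active = activation above its plate's cutoff, the mean activation of the plate's test wells plus 3 SD, cut at about 12% in these data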;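 also: 0% = DMSO only wells and 100% = carbachol wells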
Target sequence (Q8TDD5 whole entry, looked up): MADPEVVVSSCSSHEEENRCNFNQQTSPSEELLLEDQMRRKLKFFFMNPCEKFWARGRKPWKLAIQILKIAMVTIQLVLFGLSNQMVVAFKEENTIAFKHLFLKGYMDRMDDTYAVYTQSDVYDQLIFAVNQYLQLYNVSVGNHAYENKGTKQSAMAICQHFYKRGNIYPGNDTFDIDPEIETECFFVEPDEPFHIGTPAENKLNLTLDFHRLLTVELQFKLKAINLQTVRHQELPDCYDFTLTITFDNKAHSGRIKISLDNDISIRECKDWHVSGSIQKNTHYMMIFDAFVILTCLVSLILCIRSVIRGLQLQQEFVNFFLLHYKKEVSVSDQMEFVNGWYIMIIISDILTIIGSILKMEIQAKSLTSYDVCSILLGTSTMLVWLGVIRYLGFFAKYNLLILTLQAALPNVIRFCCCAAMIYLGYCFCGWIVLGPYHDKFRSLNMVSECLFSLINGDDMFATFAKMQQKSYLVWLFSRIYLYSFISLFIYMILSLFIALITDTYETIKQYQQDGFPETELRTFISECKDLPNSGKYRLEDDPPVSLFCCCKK
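Material: TRPML3-YFP stable HEK293 cells | Dosing: One concentration, 3 µM nominal, 0.3% DMSO | Timing: 125 s total fluorescence read per well | Technique: Fluo-8 calcium dye fluorescence, ex 470-495, em 515-575 nm | Measure: Percent activation from peak-to-basal fluorescence ratio, scaled between DMSO and carbachol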
Tb hexokinase – T. brucei hexokinase 1 inhibition; 0.11% of 220,000 active; inhibition, % at 10 µM; recombinant TbHK1, G6PDH-coupled NADH A340; AID 1430;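 active = inhibition of 50% or more in the single-dose primary screen; inactive = inhibition below 50%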
EBV gp42 inh – blocks Epstein-Barr virus glycoprotein 42 binding; inhibition, % (tested at 21.74 µM); 0.42% of 220,000 active; Fluorescence polarization binding assay, mP read-out; Q1HVG2; in the data active = inhibition above about 50%
Target sequence (Q1HVG2 whole entry, looked up): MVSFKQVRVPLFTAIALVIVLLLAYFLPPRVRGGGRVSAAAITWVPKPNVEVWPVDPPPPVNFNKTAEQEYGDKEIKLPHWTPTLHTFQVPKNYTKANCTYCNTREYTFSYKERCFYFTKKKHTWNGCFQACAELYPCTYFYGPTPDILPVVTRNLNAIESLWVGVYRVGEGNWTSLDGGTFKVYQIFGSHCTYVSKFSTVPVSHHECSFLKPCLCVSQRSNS
Calpain2 inh – inhibitors of pig calpain II. purified calpain II, fluorogenic peptide substrate, 30 min. inhibition, % at 16 µM. 0.37% of 220,000 active. AID 1236;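 active = inhibition above about 50%, limit read from the data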
Furin inhibitor – blocks human furin protease activity; purified furin, fluorogenic substrate cleavage; inhibition, % at 30 µM; 0.061% of 220,000 active; AID 463115; in the data active = inhibition above about 25%; also: inactives centre near -15
KCC2 mod – KCC2 (human) Cl- transport modulation. KCC2 cells, thallium flux FluoZin-2 fluorescence. Q9H2X9. B-score of Tl+ flux slope (higher = more flux/activation; lower = inhibition) at 10 µM. 2.2% of 190,000 active;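 active = thallium flux slope and its plate-corrected score both differing from the plate sample mean at a set confidence after two filtering rounds, in either direction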;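 also: slope of fluorescence scaled to starting intensity during 10 to 20 s after thallium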
thrombin 1536 – blocks human thrombin protease activity | AID 1046 | inhibition, % at 5 µM | alpha-thrombin, Boc-VPR-AMC fluorogenic substrate cleavage | 0.26% of 220,000 active | P00734;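 active = inhibition at or above 40%; inactive = inhibition below 40%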;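 also: 0% = enzyme with no compound and 100% = wells without enzyme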
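System: human alpha-thrombin protein; Compound dosing: one concentration per compound, 5 µM, with 0.2% DMSO; Timing: reaction at room temperature; Technique: AMC fluorescence, 355/460 nm; Controls: enzyme without compound as high, wells lacking enzyme as low.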
PPC-1+TRAIL kill – compounds killing PPC-1 cancer cells with TRAIL present (potentiator screen, no TRAIL-free arm) | PPC-1 cells + TRAIL, ATPLite viability luminescence | 0.41% of 220,000 active | cell killing (% activity), % at 4 µM | AID 1443;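 active = cell killing above 50% in the first pass at 4 µM, then a duplicate retest at 5 µM averaging 50% or more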;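 also: plate controls were cells with TRAIL plus DMSO for no effect and medium-only wells lacking cells for full effect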
zfTRPN1 agonist – activates the zebrafish TRPN1 channel; HEK293 zebrafish TRPN1-YFP, Fluo-8 calcium fluorescence; 100% = response to 87 µM carbachol; activation, % at 3 µM; AID 1424; 0.18% of 220,000 active;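 active = activation above its plate's cutoff, the mean activation of test wells on that plate plus 3 SD, cut at about 19% in these data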;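 also: 0% = DMSO alone and 100% = 87 µM carbachol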
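Material – zebrafish TRPN1-YFP in HEK293 cells · Doses – 3 µM single point · Schedule – dye 1 h 37 °C plus 30 min RT · Signal – Fluo-8 calcium fluorescence, excitation 470-495 nm, emission 515-575 nm · Read-out – % activation versus carbachol response · Control set – carbachol high, DMSO low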
* hit, by the source's call; / = not tested or not shown; [ ] = dose if it differs, or a comment. Outcome played no part in choosing rows; 3.6% or so of the library scored in one or more.

Start of the data: the first 9 records, ahead of the listing:
SMILES	TRPML3 agonist	Tb hexokinase	EBV gp42 inh	Calpain2 inh	Furin inhibitor	KCC2 mod	thrombin 1536	PPC-1+TRAIL kill	zfTRPN1 agonist
CCc1nnc(NS(=O)(=O)c2ccc(NC(=O)/C=C/c3ccc(F)cc3)cc2)s1	0.3	-9.1	-14.3	-27.9	-9.2	0.344	/	13.5	1.8
CCOC(=O)c1[nH]cnc1C(=O)NCc1ccccc1	1.4	-0.6	-7.8	-8.0	-40.5	-0.298	2.9	7.3	-0.6
Cc1ccccc1-n1ncc2c(SCC(=O)NCc3cccs3)ncnc21	1.0	2.2	0.7	26.9	-3.8	-0.85	-5.8	5.7	1.1
CCOc1ccc(C)cc1S(=O)(=O)Nc1cccnc1	-0.2	-6.6	/	/	-11.6[20 µM]	0.301	/	/	1.3
CCc1cc2c(=O)c(-c3nc4ccccc4n3C)c(C)oc2c(CN2CCN(C)CC2)c1O	0.6	-31.8	-19.9	-139.8	-13.8	-0.0286	0.6	11.4	-0.1
OCCCc1nc2ccccc2n1CCc1ccccc1	-0.7	-1.1	-10.0	-7.5	-19.7[20 µM]	-0.452	-10.5	11.7	1.2
O=C(COc1ncnc2cc([N+](=O)[O-])ccc12)NCc1ccc2c(c1)OCO2	0.1	-14.9	13.6	-18.8	-6.3[20 µM]	-0.4	-3.5	3.3	-0.2
Cn1ccc(-c2cc(C(=O)O)c3ccccc3n2)n1	0.9	-9.0	-5.7	-6.5	-4.0	/	-3.6	-8.9	1.4
NC(=O)COn1c(SCC(N)=O)nc2ccccc2c1=O	0.8	-8.8	-6.4	-12.0	-8.3	-0.306	-2.0	5.8	1.7

Results (from the top)
SMILES	TRPML3 agonist	Tb hexokinase	EBV gp42 inh	Calpain2 inh	Furin inhibitor	KCC2 mod	thrombin 1536	PPC-1+TRAIL kill	zfTRPN1 agonist
CCc1nnc(NS(=O)(=O)c2ccc(NC(=O)/C=C/c3ccc(F)cc3)cc2)s1	0.3	-9.1	-14.3	-27.9	-9.2	0.344	/	13.5	1.8
CCOC(=O)c1[nH]cnc1C(=O)NCc1ccccc1	1.4	-0.6	-7.8	-8.0	-40.5	-0.298	2.9	7.3	-0.6
Cc1ccccc1-n1ncc2c(SCC(=O)NCc3cccs3)ncnc21	1.0	2.2	0.7	26.9	-3.8	-0.85	-5.8	5.7	1.1
CCOc1ccc(C)cc1S(=O)(=O)Nc1cccnc1	-0.2	-6.6	/	/	-11.6[20 µM]	0.301	/	/	1.3
CCc1cc2c(=O)c(-c3nc4ccccc4n3C)c(C)oc2c(CN2CCN(C)CC2)c1O	0.6	-31.8	-19.9	-139.8	-13.8	-0.0286	0.6	11.4	-0.1
OCCCc1nc2ccccc2n1CCc1ccccc1	-0.7	-1.1	-10.0	-7.5	-19.7[20 µM]	-0.452	-10.5	11.7	1.2
O=C(COc1ncnc2cc([N+](=O)[O-])ccc12)NCc1ccc2c(c1)OCO2	0.1	-14.9	13.6	-18.8	-6.3[20 µM]	-0.4	-3.5	3.3	-0.2
Cn1ccc(-c2cc(C(=O)O)c3ccccc3n2)n1	0.9	-9.0	-5.7	-6.5	-4.0	/	-3.6	-8.9	1.4
NC(=O)COn1c(SCC(N)=O)nc2ccccc2c1=O	0.8	-8.8	-6.4	-12.0	-8.3	-0.306	-2.0	5.8	1.7
Cc1cc(C)n2nc(NCc3cccc(Br)c3)nc2n1	0.1	-7.5	/	/	-18.7	-0.915	6.0	2.1	0.6
COc1ccccc1N1CCN(C(=O)c2sc3nc(-c4ccccc4)cn3c2C)CC1	0.9	-12.6	-18.6	-35.9	-10.4[20 µM]	-0.565	2.6	-0.5	3.0
COc1ccc(-n2cc(C(=O)c3ccccc3O)cn2)cc1	0.7	-7.1	4.0	19.4	-17.2	-0.968	0.7	16.5	-0.1
CSc1nnc(Cn2c(=O)sc3ccccc32)n1C	-0.2	-7.7	-26.3	-9.1	-0.1	0.191	-3.4	7.4	-0.9
CN(NC(=O)c1ccccc1F)c1ccc([N+](=O)[O-])cn1	0.6	-57.4	-14.1	28.3	-2.2	-0.0278	-4.5	-6.7	0.8
O=C(NCC1CCCO1)/C(=C/c1cn(-c2ccccc2)nc1-c1cccnc1)NC(=O)c1ccccc1 (centres undefined)	0.5	-9.8	-18.2	-33.7	-18.0	-0.7	-0.8	-1.3	1.6
CCC(NC(=O)Nc1cc(OC)c(OC)c(OC)c1)(C(F)(F)F)C(F)(F)F	-0.7	0.5	-13.3	-13.1	-23.9	0.657	3.0	2.9	-1.1
CC(=O)NC1(NC(C)=O)CCN(C)CC1	0.9	4.0	-8.3	-14.7	-21.6	0.144	-1.3	8.0	-1.1
CN(c1ccc([N+](=O)[O-])cc1C(N)=O)C1CCCCC1	-0.4	-12.4	-17.4	3.8	3.3	0.018	-7.9	-9.8	-1.4
COc1ccc(C)cc1S(=O)(=O)N(CC(=O)Nc1cccc([N+](=O)[O-])c1)c1cc(C)cc(C)c1	0.6	-1.1	5.9	24.2	-19.9[20 µM]	/	-5.5	9.9	0.5
CCOC(=O)C1=C(C)NC(=O)NC1c1ccc(OC(=O)c2ccco2)cc1 (centres undefined)	0.2	0.5	-11.2	-12.4	-3.6[20 µM]	-1.98	-2.2	24.3	0.9
CC(C)(C)NC(=O)C(c1ccc(F)cc1)N(Cc1ccco1)C(=O)Cn1nnc(-c2cccs2)n1 (centres undefined)	0.1	-3.0	-8.5	-4.3	-6.5[20 µM]	0.241	3.5	15.0	0.0
CCc1ccc(NC(=O)c2ccc3ncsc3c2)cc1	-0.6	-0.9	146.0*	-7.8	-20.8[20 µM]	-2.53	2.1	33.2	0.2
Cc1cc(C)n(C(=O)c2ccc(C)c(S(=O)(=O)N3CCCCC3)c2)n1	1.5	-6.0	-1.6	14.5	-29.5[20 µM]	-0.559	-5.6	-2.2	-0.8
Cc1ccc(S(=O)(=O)Oc2ccc(/C=C3\N=C(c4cccc(C)c4)OC3=O)cc2)cc1	0.9	10.1	0.5	-50.3	-6.4	/	-5.3	6.5	0.7
O=C(CCC(=O)N1CCN(S(=O)(=O)c2cccc(F)c2)CC1)c1cccs1	0.8	-2.1	0.9	-21.2	-22.3	0.21	-4.0	2.4	-1.6
CCN(CC)C(=O)C1CC(=O)N(c2ccc(F)c(Cl)c2)C1 (centres undefined)	0.9	2.9	/	/	-30.2	0.295	-3.3	-2.2	2.0
Cc1ccc(C(=O)N2CCN(Cc3ccc4c(c3)OCO4)CC2)o1	0.5	3.2	-16.3	7.1	-12.4[20 µM]	0.265	-6.3	1.9	-0.6
C#CCOCCOCCOCCNc1nc(N2CCN(C(=O)[C@H](CCC(=O)O)n3cc(C(N)CO)nn3)CC2)nc(N2CCN(C(=O)[C@H](CCC(=O)O)n3cc(C(N)CC(C)C)nn3)CC2)n1 (some centres undefined)	/	-17.1	-21.0	7.8	-18.5	-0.129	-7.1	13.3	/
CCCc1nc2ccccc2n1CCc1ccccc1	-0.5	-1.3	-20.3	18.4	-9.1	-1.57	-3.5	5.5	-2.3
c1ccc(C2Nc3ccccc3-c3nc4ccccc4n32)cc1 (centres undefined)	-0.3	-11.8	-1.3	-489.0	-29.6[20 µM]	-0.975	-4.9	-5.0	-1.4
O=S(=O)(c1ccccc1)c1nc(-c2ccco2)oc1NCCCn1ccnc1	0.7	-12.6	3.7	-18.7	2.7[20 µM]	-0.175	2.2	7.7	1.2
CCOc1cccc(OCCNC2CCCC2)c1	1.2	5.0	-0.9	-25.5	-34.0	-0.0112	0.0	12.9	1.4
CCOC(=O)CSCC(=O)Nc1nnc(-c2cccc([N+](=O)[O-])c2)s1	0.7	-13.8	2.2	1.7	-17.1	0.147	0.1	-9.7	1.0
COc1ccc(C2=NO[C@@H]3[C@@H]4C[C@@H]([C@H]5C(=O)N(C)C(=O)[C@@H]45)[C@H]23)c(OC)c1	0.4	-9.3	-8.7	-5.9	-8.1	-0.358	-2.2	-9.8	-0.6
COCCCNC(=S)NNC(=O)c1ccc2c(c1)OCO2	0.1	-5.4	-8.8	-0.3	-11.7[20 µM]	-0.102	-1.5	-34.2	0.8
CC1CCCC(NS(=O)(=O)c2ccc3c(c2)OCCO3)C1C (centres undefined)	1.5	-6.1	-8.2	5.9	-14.5	0.404	-9.5	17.2	-0.5
CC1CCCN(CCSc2ccc(Cl)cc2)C1 (centres undefined)	0.3	3.8	-7.9	-2.2	-17.8	-0.258	0.9	15.6	-1.5
O=C(O)CN=C1NC2(CCCC2)Cc2ccccc21	0.9	-0.7	/	/	-7.0[20 µM]	0.501	0.3	9.0	1.6
Cc1cccc2cn[nH]c12	0.8	-7.1	-12.3	7.8	-8.7	0.0337	-5.3	-20.6	0.7
C/C(=N\OCc1ccc(C#N)cc1)c1cc2ccccc2o1	0.1	-1.7	-12.4	16.2	-26.8	-0.258	4.6	5.1	0.0

Look-ups from the entries so far.
Reading for `CCc1ccc(NC(=O)c2ccc3ncsc3c2)cc1` under KCC2 mod: -2.53
Reading for `CC1CCCN(CCSc2ccc(Cl)cc2)C1` (centres undefined) under EBV gp42 inh: -7.9

New compounds follow:
SMILES	TRPML3 agonist	Tb hexokinase	EBV gp42 inh	Calpain2 inh	Furin inhibitor	KCC2 mod	thrombin 1536	PPC-1+TRAIL kill	zfTRPN1 agonist
CC1(C)CC(=O)C2=C(C1)Nc1ncnn1C2c1cccs1 (centres undefined)	0.2	-7.2	2.2	3.0	-2.5	0.235	/	18.3	0.2
CN(C)/C=N/c1c(C#N)cnn1-c1nc2ccccc2s1	1.2	-2.0	-19.9	-43.9	-10.0	-0.712	4.0	-18.7	0.9
COc1ccc([C@H]2[C@H]3C=CC[C@@H](C)[C@@H]3C(=O)N2Cc2ccccc2)cc1Cl	/	-5.9	-18.2	4.3	-11.9	-1.86	-1.3	-5.6	/
COC(=O)c1ccc(CN(c2ccccc2OC)S(=O)(=O)c2cccs2)o1	3.6	-1.7	-9.9	22.1	1.3[20 µM]	-0.95	4.9	5.8	-0.8
OCCNC(=S)NCCc1ccccc1	0.8	-2.3	-9.3	20.1	-18.1	-1.04	17.4	-4.4	0.3
CCC(=O)Nc1nc(-c2ccccc2)nc(SC)c1C(C)=O	-0.3	-1.7	-2.3	15.9	-23.1	-0.212	-22.5	-0.7	-0.1
Fc1ccc(NC(=S)NCc2ccc3c(c2)OCO3)cc1	0.6	-5.2	-25.5	13.5	-21.2	-0.547	-7.0	19.4	-1.7
Cc1ccc(NC(=O)CCC(=O)OCCCC(F)(F)C(F)(F)F)cc1	0.1	-0.9	-6.5	-0.3	-7.5	0.0654	-16.6	-5.0	-1.6
O=C(Cn1cnc2c(nnn2-c2ccc(F)cc2)c1=O)NCC1CCCO1 (centres undefined)	-0.4	3.3	10.3	24.5	-1.9[20 µM]	-1.26	7.7	-4.4	-0.7
COCCCNC(=O)Cn1ncc2c(=O)oc3ccccc3c21	0.8	6.3	-10.1	-4.0	-29.3	0.684	-1.8	5.7	1.2
COc1ccc(S(=O)(=O)c2ccc(OC)cc2)cc1	0.7	-9.2	-11.1	-3.6	-17.8[20 µM]	/	-8.7	19.7	1.6
Cc1csc(NC(=O)c2cc3c(s2)CCC3)n1	1.4	-30.8	0.1	29.3	-8.5	/	-10.1	51.1*[5 µM]	0.8
COc1ccc2c(c1)C(SCC(=O)NCc1ccccc1)CC(C)(C)O2 (centres undefined)	-0.8	3.4	-14.7	-6.2	-9.4	-2.38	-0.2	7.5	-3.3

Source: PubChem (several laboratories)
